# Screens as filed in PubChem.
# Abeta rescue – A-beta toxicity reversal in yeast | AID 1347071 | hit rate 0.063% among 410,000 | yeast expressing A-beta42, growth rescue, OD600, 48 h; response scale: 0% DMSO, 100% iron-clioquinol control | Potency, µM (titrated, usually from 46.1 µM), for inactives: at the highest dose growth rescue, usual class: activators; further: potency means the concentration at half of the fitted maximal effect; nearly all actives have a fitted effect of over 55% in size
#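 Yeast growth medium received pinned compounds, then yeast cells expressing toxic A-beta were added; plates incubated at 30 C for 48 hr. Growth read as absorbance at 600 nm, normalized to DMSO and equimolar FeCl3 plus clioquinol controls.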
# PI5P4K alpha inh – blocks human PI5P4K alpha kinase activity | P48426 | PI5P4Kalpha enzyme, ADP-Glo luminescence, 60 min; active compounds read low | max response, % | hit rate 1.2% among 330,000; active means max response of -50% or lower; inconclusive means between -30% and -50%; inactive means -30% or higher; further: value at the top dose of about 77 µM; on the % scale 0 is the no-effect control and ±100 the full control effect
#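 Enzyme plus substrate dispensed, test compounds pinned in, then ATP (5 microM final) added. After 60 min at RT, ADP-Glo reagent 1 for 45 min and reagent 2 for 30 min preceded luminescence imaging.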
# aSyn rescue – inhibitors of alpha-synuclein toxicity in yeast; Yeast expressing alpha-synuclein, growth rescue, BacTiter-Glo, 24 h; Potency, µM (top dose mostly 46.1 µM), without a hit: at the top dose growth rescue (activation), actives largely listed as activators; hit rate 0.14% among 370,000; AID 652106; further: potency means the concentration at half of the fitted maximal effect; % of control where 0% means no effect; nearly all actives have a fitted effect of over 65% in size
#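 Readout is rescue of growth in alpha-synuclein-expressing yeast, so inhibitors of toxicity appear as activators. Growth after 24 hr at 30 deg C in galactose medium is quantified by luminescence.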
# IL-2 act – activators of IL-2. AID 652025. activation, % (series mostly up to about 46 µM). hit rate 0.065% among 360,000. IL-2 activation reporter assay, cell-based qHTS; stimulated with anti-CD3/CD4/CD28 beads; in transgenic mouse T cells; in the data active means activation above about 50%; inconclusive means mostly about 30% to 49%; further: 0% is about no effect
#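 First, unstimulated transgenic mouse T cells were exposed to compound for 60 min. Next, anti-CD3/anti-CD4-coated beads with anti-CD28 were added. Finally, after 18 h at 37 degrees C, EGFP and DsRed were imaged.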
# WRN helicase inh – WRN helicase (human) inhibition; WRN helicase unwinding, fluorescent forked duplex, kinetic; Potency, µM (doses to about 114 µM), without a hit: top-dose activity change, negative = inhibition, hits mostly inhibitors; hit rate 0.46% among 360,000; further: potency means the concentration at half of the fitted maximal effect; on the % scale 0 is the no-effect control and ±100 the full control effect; nearly all actives have a fitted effect of over 55% in size
# Target sequence (Q14191 whole entry, looked up): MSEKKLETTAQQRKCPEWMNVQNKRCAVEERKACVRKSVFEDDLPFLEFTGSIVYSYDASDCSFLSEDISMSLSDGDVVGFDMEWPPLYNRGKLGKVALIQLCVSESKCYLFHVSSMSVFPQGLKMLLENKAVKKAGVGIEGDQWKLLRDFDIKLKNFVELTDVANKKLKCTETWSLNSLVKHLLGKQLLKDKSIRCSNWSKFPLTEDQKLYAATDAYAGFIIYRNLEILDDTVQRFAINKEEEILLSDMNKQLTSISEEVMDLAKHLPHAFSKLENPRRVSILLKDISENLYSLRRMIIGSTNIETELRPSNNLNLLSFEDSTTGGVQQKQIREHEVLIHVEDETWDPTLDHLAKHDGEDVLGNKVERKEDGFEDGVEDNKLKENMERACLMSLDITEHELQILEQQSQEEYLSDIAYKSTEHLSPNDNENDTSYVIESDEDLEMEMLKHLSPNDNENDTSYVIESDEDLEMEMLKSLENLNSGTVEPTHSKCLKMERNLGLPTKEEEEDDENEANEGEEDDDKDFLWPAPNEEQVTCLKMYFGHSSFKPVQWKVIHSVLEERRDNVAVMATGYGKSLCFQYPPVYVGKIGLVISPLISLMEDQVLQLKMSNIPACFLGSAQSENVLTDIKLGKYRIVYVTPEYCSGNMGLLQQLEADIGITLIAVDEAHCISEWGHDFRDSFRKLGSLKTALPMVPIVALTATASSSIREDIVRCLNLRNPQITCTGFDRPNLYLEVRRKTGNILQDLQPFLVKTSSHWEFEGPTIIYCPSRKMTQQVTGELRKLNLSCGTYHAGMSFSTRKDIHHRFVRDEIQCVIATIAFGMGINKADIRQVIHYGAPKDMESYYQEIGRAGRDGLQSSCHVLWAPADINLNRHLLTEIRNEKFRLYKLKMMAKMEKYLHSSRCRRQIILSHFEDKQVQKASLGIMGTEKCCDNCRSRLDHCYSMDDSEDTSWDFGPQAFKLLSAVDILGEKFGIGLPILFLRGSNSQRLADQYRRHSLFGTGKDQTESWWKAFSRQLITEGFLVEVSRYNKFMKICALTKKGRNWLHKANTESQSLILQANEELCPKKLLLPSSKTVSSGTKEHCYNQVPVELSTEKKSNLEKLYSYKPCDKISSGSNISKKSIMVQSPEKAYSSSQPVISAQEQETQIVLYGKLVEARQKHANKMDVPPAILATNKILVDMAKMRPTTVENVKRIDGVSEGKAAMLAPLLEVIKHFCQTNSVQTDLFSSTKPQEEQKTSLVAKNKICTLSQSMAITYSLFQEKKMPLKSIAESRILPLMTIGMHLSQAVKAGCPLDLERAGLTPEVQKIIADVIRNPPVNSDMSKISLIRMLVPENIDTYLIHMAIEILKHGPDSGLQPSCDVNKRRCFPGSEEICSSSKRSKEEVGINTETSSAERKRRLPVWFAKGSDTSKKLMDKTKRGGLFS
#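 Fluorescence dequenching readout, ex 525 nm/em 598 nm, kinetic mode: forked duplex DNA (100 nM final) with adjacent fluorophore and quencher unwound by WRN (20 nM final) with 2 mM ATP. Compound preincubation 15 min, room temperature.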
# PLK1 PBD block – blocks phosphopeptide binding to human PLK1 polo-box domain; Potency, µM, without a hit: max response, negative = inhibition, actives largely listed as inhibitors; AID 720504; Plk1 PBD binding of FITC phosphopeptide, fluorescence polarization; hit rate 2.8% among 360,000; P53350; further: potency means the concentration at half of the fitted maximal effect; series mostly up to about 57 µM; on the % scale 0 is the no-effect control and ±100 the full control effect; nearly all actives have a fitted effect of over 65% in size
# EPAC1 antagonist – antagonists of human EPAC1. O95398. EPAC1 GEF assay, Rap1b-BODIPY-GDP exchange fluorescence. Potency, µM (top dose mostly 115 µM), for inactives: at the top dose activity change, negative = inhibition, hits mostly inhibitors. hit rate 0.14% among 360,000;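 further: potency means the concentration at half of the fitted maximal effect; plate controls were vehicle for no effect and positive control for full effect; nearly all actives have a fitted effect of over 50% in size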
# EPAC1 ag – agonists of human EPAC1; O95398; EPAC1 agonist qHTS, biochemical assay; response scale: 100% = response to 6.5 mM cAMP; Potency, µM (highest dose often 154 µM), for the others: at the highest dose activation, hits mostly activators; hit rate 0.073% among 360,000; AID 720707; further: potency means the concentration at half of the fitted maximal effect; nearly all actives have a fitted effect of over 60% in size
#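 Compounds were pinned as a concentration titration into mixtures of EPAC1 (100 nM), BODIPY-GDP-loaded Rap1B (250 nM) and GDP (50 uM). After 5 min at room temperature, fluorescence was followed for 30 min; activity was scaled to 6.5 mM cAMP.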
# FUS yeast rescue – suppressors of FUS proteinopathy in yeast. S. cerevisiae FUS-expressing, growth rescue, OD600, 24 h. Potency, µM (highest dose often 76.6 µM), for the others: at the highest dose growth rescue (activation), usual class: activators. hit rate 0.24% among 390,000;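 further: potency means the concentration at half of the fitted maximal effect; plate controls were DMSO vehicle for no effect and reference control for full effect; nearly all actives have a fitted effect of over 55% in size; some results filed as inactive show a strong effect at the top dose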
#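 Restored growth of FUS-toxic S. cerevisiae, read as 600 nm absorbance after 24 h at 30C in galactose medium (starting OD 0.005). Controls CP55940 and DMSO.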
# * = called active by the depositor; ? = inconclusive; nt = not tested or not shown; & = joins results of further samples; [ ] = dose if it differs, or a comment. Unless noted, the call rests on the fitted dose curve; in most records, active means well fitted curve in the direction sought with a large enough effect; inconclusive means small, poorly fitted or top-dose-only effect, or another doubt; inactive means no such curve, though single readings can be large; an effect the other way counts as inactive or inconclusive. Not a hit list. Share with any hit: about 4.1%.
cpd | Structure | WRN helicase inh | EPAC1 ag | IL-2 act | Abeta rescue | PLK1 PBD block
1 | COc1ccc(OCc2ccc(/C=N\NC(=O)c3sccc3C)o2)cc1 | 11% | 7% | -2.0 | -11% | -9%
2 | CC(Oc1ccccc1)C(=O)N1CCC2(CC1)Oc1ccc(F)cc1C(=O)C21CC(c2ccccc2)=NO1 (stereo not drawn) | -3% | 3% | -3.0 | 4% | 21µM*
3 | Oc1ccc(Cl)cc1/C=N/c1nccs1 | 5% | -2% | -2.9 | 3% | -27%
4 | CCCCCCC(=O)c1c(C)[nH]c(C(=O)OCC)c1C | -8% | -16% | -3.4 | 2% | -7%
5 | NC(CSC1(c2ccc(Cl)cc2)c2ccccc2-c2ccccc21)C(=O)O (stereo not drawn) | -12%[11.6 µM] | 10% | -5.5 | 0% | -18%
6 | COc1ccc(-c2coc3c(C(=O)NCc4cccs4)cccc23)c(C)c1 | -6% | -4% | -0.9 | -8% | -7%
7 | CCOC(=O)c1c(C)[nH]c(C(=O)/C(C#N)=C/c2ccc(OC(F)F)c(OC)c2)c1C | -5% | -3% | 4.2 | 11% | 4.7µM*
8 | CC(C)N(CCCNC(=O)c1ccc(CS(=O)(=O)c2c(Cl)cccc2Cl)o1)Cc1ccccc1 | 0% | 0% | -3.0 | 3% | -11%
9 | O=C(O)CCC(=O)Nc1cccc(C(=O)Nc2cccc(Cl)c2)c1 | -2% | -4% | -0.3 | 7% | -8%
10 | COC(=O)c1c(C)[nH]c(/C=N/Nc2ccccc2)c1C | -7% | 8% | 1.3 | -4% | -29%

cpd | EPAC1 antagonist | aSyn rescue | PI5P4K alpha inh | FUS yeast rescue
1 | 15% | 1% | -1 | -10%
2 | -2% | 9% | -2 | ?
3 | 14% | -15% | nt | 4%
4 | -6% | -3% | 16 | 40%
5 | -30% | 23% | ? | nt
6 | -20% | -28% | 7 | 10%
7 | -16% | 3% | -19 | -6%
8 | 1% | -2% | 0 | 14%
9 | -11% | -5% | 5 | -3%
10 | ? | 9% | 6 | 52%

# Continued.
cpd | Structure | WRN helicase inh | EPAC1 ag | IL-2 act | Abeta rescue | PLK1 PBD block
11 | COc1ccc(-n2c(SCC(=O)NCC3CCCO3)nc3c(c2=O)SCC3)cc1OC (stereo not drawn) | -2% | 6% | 0.8 | 13% | 4%
12 | O=C(Nc1ccccn1)c1ccc(S(=O)(=O)N2CCCC2)cc1 | -6% | -9% | -3.9 | -6% | -1%
13 | O=C(c1ccc2c(c1)OCO2)C1CCCN(Cc2ccc3cccc(F)c3n2)C1 (stereo not drawn) | -4% | 2% | -0.9 | -9% | -6%
14 | Cc1c(NS(=O)(=O)c2cccs2)c(=O)n(-c2ccccc2)n1C | 7% | -6% | 1.0 | -7% | -4%
15 | O=C(O)CCN1C(=O)c2ccc(NC(=O)CSCc3ccccc3)cc2C1=O | 0% | -4% | 0.6 | 5% | -13%
16 | Cc1ccn2c(NCc3ccccc3)c(-c3cccc(SC4CCCCC4)c3)nc2c1 | -3%&-8% | -11%&9% | -0.9&-0.9 | -68%&-52%[inhibitor] | 3%&-11%
17 | CN(c1ccccc1)c1nc(N)c([N+](=O)[O-])c(N2CCCCCC2)n1 | -10% | 19% | 0.0 | -22% | -5%
18 | O=C(CCc1c[nH]c2ccccc12)N1CCCCCCC1 | 8% | -11% | -3.6 | -1% | -12%
19 | CN1CCN(C(=O)C2CCN(S(=O)(=O)c3cnc[nH]3)CC2)CC1 | 11% | 1% | -2.1 | 7% | -4%
20 | CC(C)C(=O)NCCc1nc(-c2ccccc2Cl)no1 | 0% | -7% | -0.2 | -3% | -1%

cpd | EPAC1 antagonist | aSyn rescue | PI5P4K alpha inh | FUS yeast rescue
11 | -9% | -1% | 9 | 12%
12 | -1% | 0% | -1 | 3%
13 | -20% | 0% | -8 | 12%
14 | 6% | 3% | 5 | ?
15 | 14% | 0% | 5 | nt
16 | -20%&-18% | -52%&-41%[inhibitor] | 1&7 | ?
17 | -17% | 15% | -12 | 36%
18 | -5% | 1% | 1 | 21%
19 | 12% | -2% | 3 | 3%
20 | -9% | 7% | 5 | -15%

# Next part
cpd | Structure | WRN helicase inh | EPAC1 ag | IL-2 act | Abeta rescue | PLK1 PBD block
21 | COc1ccc(-c2nc3ccc(Br)cn3c2Cc2ccccc2)cc1OC | -12% | 8% | -0.4 | -4% | -3%
22 | O=C(Nc1nnc(C2=COCCO2)o1)c1ccc([N+](=O)[O-])s1 | -1% | 16% | -1.4 | -93%[inhibitor] | -6%
23 | C[C@]12c3[nH]c4cc(-c5ccco5)ccc4c3CCN1C(=O)[C@@H](CC(=O)NCCC1=CCCCC1)C[C@@H]2C(=O)N1CCOCC1 | -2% | -3% | -0.7 | 8% | 2%
24 | CCCOc1ccc(-c2c(C(=O)N/N=C(\C)c3cccnc3)nnn2-c2nonc2N)cc1 | -1% | -7% | -2.8 | -1% | -12%
25 | CCOC(=O)CSc1nnc(NC(=O)c2cccc([N+](=O)[O-])c2C)s1 | -1% | -3% | 0.2 | 2% | -11%
26 | CCOC(=O)c1c(C)oc2c1c(C(c1ccncc1)N1CCOCC1)c(O)c1ccccc12 (stereo not drawn) | -10% | 17% | 0.0 | -93%[inhibitor] | 11µM*
27 | CCCCn1c2ccccc2c2nnc(SCCN3CCCCC3)nc21 | 7% | 8% | -3.9 | -11% | ?
28 | CCCCCC(=O)NC(Cc1ccc(OC)c([N+](=O)[O-])c1)C(=O)O (stereo not drawn) | 1% | 1% | -0.3 | -10% | 21µM*
29 | CCCCOC(=O)n1c(SCC(=O)N(CC)CC)nc2ccccc21 | 0% | 18% | -3.0 | 5% | -8%
30 | COc1ccc(S(=O)(=O)NC(C)C(=O)N2CCCC2)cc1C (stereo not drawn) | 5% | 2% | -1.4 | -4% | -20%

cpd | EPAC1 antagonist | aSyn rescue | PI5P4K alpha inh | FUS yeast rescue
21 | -13% | -1% | -1 | 29%
22 | -19% | -49%[inhibitor] | -2 | 3%
23 | -11% | 7% | -6 | 44%
24 | -13% | -3% | -2 | 26%
25 | 4% | 1% | -4 | -13%
26 | -16% | -76%[inhibitor] | -22 | 23%
27 | -1% | 0% | -3 | 16%
28 | 12% | -1% | -22 | -5%
29 | -1% | -2% | nt | 35%
30 | -1% | -1% | -1 | 2%

# The listing continues:
cpd | Structure | WRN helicase inh | EPAC1 ag | IL-2 act | Abeta rescue | PLK1 PBD block
31 | CC(C)(C)c1ccc(CC(=O)N2CCC2(C)C(=O)Nc2ccc(F)cc2F)cc1 (stereo not drawn) | -8% | -16% | -0.6 | ? | 1%
32 | CCOc1ccc(S(=O)(=O)N/N=C(\C)Cc2ccc(OC)cc2)cc1 | -3% | -1% | -0.6 | -16% | -4%
33 | COc1ccc(NC(=O)Nc2c(C)n(C)n(-c3ccccc3)c2=O)cc1OC | -4% | -15% | -0.2 | -5% | -3%
34 | CCCCNC(=S)NNC(=O)c1cc(C)on1 | 4% | 0% | 0.2 | -10% | -2%
35 | CCOc1ccccc1N(C(=O)c1snc(C(N)=O)c1N)C(C(=O)NCc1ccccc1)c1ccc(O)cc1 (stereo not drawn) | -6% | -5% | 0.9 | -3% | 7%
36 | CCc1ccccc1NC(=S)N1CCC(NC(=O)c2ccc(OC)cc2)CC1 | -5% | 3% | -2.3 | 0% | -8%
37 | COCCn1c(SCC(=O)c2[nH]c(C)c(C(C)=O)c2C)nc2ccccc2c1=O | -3% | 1% | -0.6 | 12% | -8%
38 | COc1ccc(-n2c(SCC(=O)/C(C#N)=C(\C)N)nc3ccccc3c2=O)cc1OC | -6% | -10% | 4.0 | nt | 0%
39 | Cc1cc(C(=O)N/N=C/c2c[nH]c3ccccc23)cs1 | -13% | 0% | 0.0 | -6% | -5%
40 | COc1ccccc1OCc1nc(-c2ccc([N+](=O)[O-])cc2)no1 | -11% | 5% | -3.3 | -9% | 2%

cpd | EPAC1 antagonist | aSyn rescue | PI5P4K alpha inh | FUS yeast rescue
31 | -19% | -9% | 27 | 30%
32 | -10% | 3% | 7 | 10%
33 | -8% | 10% | 3 | -5%
34 | 6% | -12% | nt | -4%
35 | -11% | -1% | -13 | 0%
36 | -28% | -7% | -1 | 2%
37 | -8% | -1% | 10 | 9%
38 | -21% | 3% | -2 | -4%
39 | -1% | -5% | -30 | 7%
40 | -5% | 11% | 0 | nt

# Records 32 to 40, quoted:
cpd | Structure | WRN helicase inh | EPAC1 ag | IL-2 act | Abeta rescue | PLK1 PBD block
32 | CCOc1ccc(S(=O)(=O)N/N=C(\C)Cc2ccc(OC)cc2)cc1 | -3% | -1% | -0.6 | -16% | -4%
33 | COc1ccc(NC(=O)Nc2c(C)n(C)n(-c3ccccc3)c2=O)cc1OC | -4% | -15% | -0.2 | -5% | -3%
34 | CCCCNC(=S)NNC(=O)c1cc(C)on1 | 4% | 0% | 0.2 | -10% | -2%
35 | CCOc1ccccc1N(C(=O)c1snc(C(N)=O)c1N)C(C(=O)NCc1ccccc1)c1ccc(O)cc1 (stereo not drawn) | -6% | -5% | 0.9 | -3% | 7%
36 | CCc1ccccc1NC(=S)N1CCC(NC(=O)c2ccc(OC)cc2)CC1 | -5% | 3% | -2.3 | 0% | -8%
37 | COCCn1c(SCC(=O)c2[nH]c(C)c(C(C)=O)c2C)nc2ccccc2c1=O | -3% | 1% | -0.6 | 12% | -8%
38 | COc1ccc(-n2c(SCC(=O)/C(C#N)=C(\C)N)nc3ccccc3c2=O)cc1OC | -6% | -10% | 4.0 | nt | 0%
39 | Cc1cc(C(=O)N/N=C/c2c[nH]c3ccccc23)cs1 | -13% | 0% | 0.0 | -6% | -5%
40 | COc1ccccc1OCc1nc(-c2ccc([N+](=O)[O-])cc2)no1 | -11% | 5% | -3.3 | -9% | 2%

cpd | EPAC1 antagonist | aSyn rescue | PI5P4K alpha inh | FUS yeast rescue
32 | -10% | 3% | 7 | 10%
33 | -8% | 10% | 3 | -5%
34 | 6% | -12% | nt | -4%
35 | -11% | -1% | -13 | 0%
36 | -28% | -7% | -1 | 2%
37 | -8% | -1% | 10 | 9%
38 | -21% | 3% | -2 | -4%
39 | -1% | -5% | -30 | 7%
40 | -5% | 11% | 0 | nt
